Screening data as filed in PubChem BioAssay.
Pf growth 48h = inhibits P. falciparum growth in the first generation, 48 h. P. falciparum luciferase growth in erythrocytes, 48 h. Potency, µM (titrated, usually from 28.7 µM), inactives show top-dose activity change, negative = inhibition, most hits filed as inhibitors. hit rate 5.9% among 310,000; further: potency means the concentration at half of the fitted maximal effect; on the % scale 0 is the no-effect control and ±100 the full control effect
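Here the parasites carry a stable luciferase gene and grow inside erythrocytes in Albumax-based RPMI medium with compound for one erythrocytic cycle. Activity is scored as loss of luminescent signal.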
CHX counter = counter-screen hit for Shiga toxin inhibitors, cycloheximide. cell reporter, cycloheximide protein synthesis inhibition counterscreen. hit rate 12% among 300,000. max response, %. AID 2314; in the data active means max response mostly above about 13%, no sharp cut-off; inactive means mostly below about 14%; further: read at 38.3 µM for the half of the compounds with a filed dose; 0% is about no effect
LmPK inhibitor = LmPK (Leishmania mexicana) enzyme inhibition. Q27686. purified LmPK, Kinase-Glo ATP luminescence, 1 h. Potency, µM (doses to about 57.5 µM), without a hit: at the highest dose activity change, negative = inhibition, usual class: inhibitors. hit rate 0.37% among 290,000. AID 1721; further: potency means the concentration at half of the fitted maximal effect; on the % scale 0 is the no-effect control and ±100 the full control effect
Target sequence (Q27686 whole entry, looked up): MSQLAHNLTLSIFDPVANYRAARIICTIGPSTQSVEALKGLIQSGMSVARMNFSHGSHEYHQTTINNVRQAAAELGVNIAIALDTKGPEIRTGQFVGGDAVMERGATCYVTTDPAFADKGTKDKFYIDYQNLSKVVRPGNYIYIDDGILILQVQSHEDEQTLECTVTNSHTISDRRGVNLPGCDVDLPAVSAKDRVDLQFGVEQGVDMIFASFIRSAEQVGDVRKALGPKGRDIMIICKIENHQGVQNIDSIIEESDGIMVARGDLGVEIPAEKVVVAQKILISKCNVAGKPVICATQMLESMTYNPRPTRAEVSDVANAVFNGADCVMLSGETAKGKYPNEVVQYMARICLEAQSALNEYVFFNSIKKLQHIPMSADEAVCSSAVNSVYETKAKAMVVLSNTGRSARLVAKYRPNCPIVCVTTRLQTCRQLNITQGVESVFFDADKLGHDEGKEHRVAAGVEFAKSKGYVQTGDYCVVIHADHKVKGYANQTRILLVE
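Purified LmPK (0.1 nM) converted ADP (0.1 mM) to ATP with PEP (0.5 mM) in imidazole buffer pH 7.2 with KCl and MgCl2, 1 h at room temperature. ATP was read by Kinase-Glo luminescence; data normalized to uninhibited and no-enzyme controls.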
Pf growth 96h = P. falciparum growth inhibition at 96 hours | P. falciparum luciferase reporter growth, 96 h | Potency, µM (series often up to 28.7 µM), for the others: at the top dose activity change, negative = inhibition, most hits filed as inhibitors | hit rate 6.9% among 320,000 | AID 504834; further: potency means the concentration at half of the fitted maximal effect; on the % scale 0 is the no-effect control and ±100 the full control effect
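Parasite growth measured via integrated firefly luciferase reporter in P. falciparum. Infected erythrocytes at 2% hematocrit, 0.05% parasitemia final were treated 96 hours at 37 C under 5% CO2, and luminescence was read.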
TbPYK inhibitor = inhibitors of Trypanosoma brucei pyruvate kinase; Q57TT1; AID 624173; hit rate 0.12% among 410,000; Potency, µM (titrated, usually from 76.8 µM), for the others: top-dose activity, negative = inhibition, actives largely listed as inhibitors; TbPYK enzyme, Kinase-Glo Plus ATP luminescence, 45 min; further: potency means the concentration at half of the fitted maximal effect; on the % scale 0 is the no-effect control and ±100 the full control effect; nearly all actives have a fitted effect of over 50% in size
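TbPYK + substrate in 50 mM TEA pH 7.2, 100 mM KCl, 10 mM MgCl2, 0.05% BSA, 0.01% Tween-20; cpd pinned; ADP 130 uM final; 45 min RT; Kinase-Glo Plus 10 min; luminescence endpoint.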
AMA1 RON2 block = AMA1-RON2 (P. falciparum) interaction inhibition; AlphaScreen AMA1-biotinylated RON2 peptide binding; Potency, µM (highest dose often 58.2 µM), inactives show at the top dose activity change, negative = inhibition, usual class: inhibitors; AID 720542; hit rate 0.2% among 360,000;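 further: potency means the concentration at half of the fitted maximal effect; 0% = vehicle wells and -100% = peptide control; nearly all actives have a fitted effect of over 45% in size; some results filed as inactive show a strong effect at the top dose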
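AMA1 (3D7) with his tag at 25 nM final met compounds first, then biotinylated RON2 peptide at 25 nM; detection used donor plus acceptor beads, 10 µg/mL apiece, read by AlphaScreen after 30 min at room temperature.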
Shiga toxin inh = Shiga toxin inhibition | hit rate 9.2% among 290,000 | AID 2315 | Vero cells, Shiga toxin protein synthesis inhibition reporter | inhibition, % at 38.7 µM; in the data active means inhibition mostly above about 28%, no sharp cut-off; inactive means mostly below about 43%; further: 0% is about no effect
Active calls of the source: *; u = inconclusive; x = no result given; & = joins results of further samples; [ ] = dose if it differs, or a comment. Unless noted, the call rests on the fitted dose curve; in most records, active means well fitted curve in the direction sought with a large enough effect; inconclusive means small, poorly fitted or top-dose-only effect, or another doubt; inactive means no such curve, though single readings can be large; an effect the other way counts as inactive or inconclusive.

SMILES | Pf growth 48h | CHX counter | LmPK inhibitor | Pf growth 96h | TbPYK inhibitor | AMA1 RON2 block | Shiga toxin inh
Cc1ccc(-c2csc3ncnc(NS(=O)(=O)c4ccc(Cl)cc4)c23)cc1 | 6% | -5 | 5% | u | -8% | -3%[11.6 µM] | -7
Cc1ccc(S(=O)(=O)NCCC(=O)Nc2ccc(C)cc2C(=O)c2ccccc2)cc1 | -29% | -8 | 4% | -81% | -16% | -2% | -6
CCN(CC)S(=O)(=O)c1ccc(Cl)c(NC2=NCCCCC2)c1 | u | 4 | -4% | -21% | 2% | 0% | 4
Cc1c(NC(=O)CSc2nnc(-c3cccnc3)n2N)c(=O)n(-c2ccccc2)n1C | u | x | x | u | -5% | -2% | x
COc1cccc2cc(C(=O)C3=C(O)C(=O)N(CCN4CCOCC4)C3c3cccs3)oc12 (centres undefined) | 53%[activator] | 11 | 5% | 8% | -9% | -1% | 19
COc1cccc(OC)c1C(=O)OCC(=O)NCCCc1ccccc1 | x | 16 | 0% | 9% | 3% | -3% | -3
O=C(NCc1ccco1)c1ccc(-c2ccccc2Cl)o1 | 11% | 43* | -1% | -29% | -5% | -11% | 49
Cc1ccc(C(C)(C)C)c(OCCOCCN2CCCC2)c1 | -29% | -6 | -3% | u | 1% | 1% | 17
Cc1ccc(OCC(=O)Nc2ccc(CN3CCOCC3)cc2)cc1C | -15% | 11 | 1% | 23% | -10% | -4% | 10
O=C(N/N=C/c1ccc(O)c(O)c1)N/N=C/c1ccc(O)c(O)c1 | u | 13 | 0% | -3% | 4% | u | 47
CCOC(=O)N1CCN(C(=O)c2cn(CC(C)C)c(=O)c3c2c2ccccc2n3C)CC1 | 10µM* | -7 | 0% | 34%[activator] | -2% | 2% | 39
C=CCn1c(-c2cc(-c3ccccc3)sc2N)n[nH]c1=S | 17% | 5 | 0% | -35% | -33% | 78%[activator] | 24
CC(C)c1ccc(C(=O)N2CCN(CCO)CC2)cc1 | -7% | 12 | 2% | 0% | -5% | -4% | -9
CC(C)(C)NC(=O)N1CCN(c2nc3ccc(Cl)cc3s2)CC1 | 5%[0.00184 µM] | 15 | 8% | 39%[activator] | -3% | 3% | 42*
CN(CP(=O)(O)C(O)c1ccccc1)S(C)(=O)=O (centres undefined) | x | 4 | 9% | -4% | 3% | 14% | -21
CC1CN(C(=O)c2cc(S(=O)(=O)N3CCCC3)c(Cl)cc2Cl)CC(C)O1 (centres undefined) | u | -1 | 2% | -1% | -5% | -4% | 23
O=C(CSc1nc(N2CCCCC2)nc(N2CCCCC2)n1)N1CCN(c2ccccc2)CC1 | u | -8 | -2% | x | 2% | -20% | -7
COc1ccccc1OCCOCCN1CCCC1 | -2% | 2 | 1% | 3% | 4% | -15% | 14
O=C(NCCc1ccc(Cl)cc1)c1ccc2nc(N3CCOCC3)sc2c1 | 17% | -1 | -1% | u | -6% | 1% | -5
O=C(NCc1ccc(F)cc1)N[C@@H](Cc1ccccc1)C(=O)O | 20% | -7 | 4% | u | -8% | 5% | 19
COc1ccc(C)cc1N(CC(=O)NC(C)c1ccccc1)S(C)(=O)=O (centres undefined) | -4% | 6 | -1% | 169%[activator] | -1% | -2% | -7
Cc1ccc(N(CCCCN2C(=O)c3ccccc3C2=O)C(=O)c2cccs2)cc1 | -29% | -4 | 6% | u | -2% | -1% | -10
O=c1c2ccccc2n2nnnc2n1-c1ccccc1 | 7% | 15 | 0% | 94%[activator] | -22% | 3% | -12
CCN(CC)C(=O)Oc1ccc(Br)cc1C(=O)Nc1ccc(F)c(Cl)c1 | 9.3µM* | 11 | 5% | 12µM* | 2% | -5% | 25
Oc1ccc(Cl)c2cccnc12 | 13µM* | x | x | 12µM* | -6%&1% | 6% | x
CC(C)(C)OC(=O)N/N=C\c1ccc(OC(=O)c2ccco2)cc1 | 257%[activator] | 38* | 0% | -13% | -2% | 1% | 79*
CC(=O)Nc1ccc(-c2nc3ccccc3c(=O)o2)cc1 | 29% | -8 | 0% | u | -14% | 4% | 20
CCn1c(Cc2ccccc2)nnc1SCC(=O)Nc1ccc(OC)cc1 | -16% | -2 | 3% | u | 2% | 44%[activator] | -3
COc1ccc(OCC(=O)NC2CCCN(Cc3ccc(Cl)cc3)C2)cc1 (centres undefined) | 13µM* | -3 | -1% | u | 1% | 0% | -4
CC(C)N(Cc1ccccc1)C(=O)COC(=O)C1CCN(c2ccc(C(F)(F)F)cn2)CC1 | 0% | x | x | 0% | -8% | -11% | x
Cc1ccc(C(=O)NC(C)c2ccccc2)o1 (centres undefined) | 1% | -1 | -1% | -8% | -13% | 0% | 11
Cc1ccc(C(=O)OCC(=O)NCc2cccs2)cc1S(=O)(=O)N1CCOCC1 | 2% | 12 | 5%[11.5 µM] | 5% | 2% | 10% | -10

Single records, as listed above:
CC(C)N(Cc1ccccc1)C(=O)COC(=O)C1CCN(c2ccc(C(F)(F)F)cn2)CC1 is listed with Pf growth 48h = 0%; CHX counter = x; LmPK inhibitor = x; Pf growth 96h = 0%; TbPYK inhibitor = -8%; AMA1 RON2 block = -11%; Shiga toxin inh = x
Cc1ccc(C(=O)NC(C)c2ccccc2)o1 (centres undefined) is listed with Pf growth 48h = 1%; CHX counter = -1; LmPK inhibitor = -1%; Pf growth 96h = -8%; TbPYK inhibitor = -13%; AMA1 RON2 block = 0%; Shiga toxin inh = 11

An excerpt from above in order of molar mass, low to high.
SMILES | Pf growth 48h | CHX counter | LmPK inhibitor | Pf growth 96h | TbPYK inhibitor | AMA1 RON2 block | Shiga toxin inh
Oc1ccc(Cl)c2cccnc12 | 13µM* | x | x | 12µM* | -6%&1% | 6% | x
O=c1c2ccccc2n2nnnc2n1-c1ccccc1 | 7% | 15 | 0% | 94%[activator] | -22% | 3% | -12
COc1ccccc1OCCOCCN1CCCC1 | -2% | 2 | 1% | 3% | 4% | -15% | 14
CC(C)c1ccc(C(=O)N2CCN(CCO)CC2)cc1 | -7% | 12 | 2% | 0% | -5% | -4% | -9
CN(CP(=O)(O)C(O)c1ccccc1)S(C)(=O)=O (centres undefined) | x | 4 | 9% | -4% | 3% | 14% | -21
O=C(NCc1ccco1)c1ccc(-c2ccccc2Cl)o1 | 11% | 43* | -1% | -29% | -5% | -11% | 49
Cc1ccc(C(C)(C)C)c(OCCOCCN2CCCC2)c1 | -29% | -6 | -3% | u | 1% | 1% | 17
C=CCn1c(-c2cc(-c3ccccc3)sc2N)n[nH]c1=S | 17% | 5 | 0% | -35% | -33% | 78%[activator] | 24
O=C(NCc1ccc(F)cc1)N[C@@H](Cc1ccccc1)C(=O)O | 20% | -7 | 4% | u | -8% | 5% | 19
COc1ccc(C)cc1N(CC(=O)NC(C)c1ccccc1)S(C)(=O)=O (centres undefined) | -4% | 6 | -1% | 169%[activator] | -1% | -2% | -7
CC1CN(C(=O)c2cc(S(=O)(=O)N3CCCC3)c(Cl)cc2Cl)CC(C)O1 (centres undefined) | u | -1 | 2% | -1% | -5% | -4% | 23
O=C(CSc1nc(N2CCCCC2)nc(N2CCCCC2)n1)N1CCN(c2ccccc2)CC1 | u | -8 | -2% | x | 2% | -20% | -7
